CHX counter: Cycloheximide Counterscreen for Small Molecule Inhibitors of Shiga Toxin; 300,000 tested, 12% active; cell reporter, cycloheximide protein synthesis inhibition counterscreen; max response, %; AID 2314, 2010; in the data active = max response mostly above about 13%, no sharp cut-off; inactive = mostly below about 14%; also: read at 38.3 µM for the half of the compounds with a filed dose; 0% is about no effect
Shiga inhibitor: A qHTS for Small Molecule Inhibitors of Shiga Toxin; 290,000 tested, 9.2% active; inhibition, % at 38.7 µM; Vero cells, Shiga toxin protein synthesis inhibition reporter; in the data active = inhibition mostly above about 28%, no sharp cut-off; inactive = mostly below about 43%; also: 0% is about no effect
Pf growth 96h: Primary qHTS for delayed death inhibitors of the malarial parasite plastid, 96 hour incubation; P. falciparum luciferase reporter growth, 96 h; Potency, µM (top dose mostly 28.7 µM), for the others: at the top dose activity change, negative = inhibition, actives largely listed as inhibitors; 320,000 tested, 6.9% active; AID 504834, 2011; also: potency is read from the fitted curve at half-maximal effect; % is scaled to controls: 0 for no effect and ±100 for the full control effect
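Infected RBCs, 2% Hct / 0.05% parasitemia final; luciferase-reporter P. falciparum; cpd 96 h, 37 C, 5% CO2; luciferase detection reagent; luminescence.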
Giardia FBPA inh: qHTS Assay for Inhibitors of Fructose-1,6-bisphosphate Aldolase from Giardia Lamblia; purified Giardia FBPA; AID 2451, 2010; 290,000 tested, 0.71% active; A8B2U2; Potency, µM (doses to about 59.6 µM), inactives show top-dose activity, negative = inhibition, most hits filed as inhibitors; also: potency is read from the fitted curve at half-maximal effect; % is scaled to controls: 0 for no effect and ±100 for the full control effect; nearly all actives have a fitted effect of over 55% in size
Target sequence (A8B2U2 whole entry, looked up): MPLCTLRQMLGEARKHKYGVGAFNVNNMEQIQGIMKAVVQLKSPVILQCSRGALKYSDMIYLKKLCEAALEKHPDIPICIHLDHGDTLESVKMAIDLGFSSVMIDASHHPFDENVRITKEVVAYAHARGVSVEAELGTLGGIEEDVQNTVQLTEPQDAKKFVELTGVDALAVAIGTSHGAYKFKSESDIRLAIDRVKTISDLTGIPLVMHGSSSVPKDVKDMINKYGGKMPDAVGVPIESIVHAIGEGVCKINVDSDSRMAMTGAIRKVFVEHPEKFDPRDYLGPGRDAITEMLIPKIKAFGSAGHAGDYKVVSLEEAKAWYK
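40 nM FBPA preincubated 10 min at RT with compound (up to 57.5 uM final), then substrate plus GAPDH/TPI/NAD/arsenate coupling and diaphorase/resazurin added. Fluorescence read after 20 min at RT, 525/598 nm.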
Pf growth 48h: Primary qHTS for delayed death inhibitors of the malarial parasite plastid, 48 hour incubation; P. falciparum luciferase growth in erythrocytes, 48 h; Potency, µM (titrated, usually from 28.7 µM), without a hit: at the highest dose activity change, negative = inhibition, usual class: inhibitors; 310,000 tested, 5.9% active; AID 504832, 2011; also: potency is read from the fitted curve at half-maximal effect; % is scaled to controls: 0 for no effect and ±100 for the full control effect
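Read-out is firefly luciferase luminescence from an integrated reporter in P. falciparum, so falling signal marks reduced parasite growth. Infected erythrocytes were at 2% hematocrit and 0.1% parasitemia (final) in Albumax-supplemented RPMI 1640.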
Sm TGR inh: qHTS Assay for the Inhibitors of Schistosoma Mansoni Peroxiredoxins. Schistosoma mansoni thioredoxin glutathione reductase (TGR), Q962Y6. purified TGR, DTNB reduction, TNB absorbance 405 nm. Potency, µM (titrated, usually from 114 µM), inactives show at the top dose activity change, negative = inhibition, most hits filed as inhibitors. 360,000 tested, 3% active. AID 485364, 2010; also: potency is read from the fitted curve at half-maximal effect; % is scaled to controls: 0 for no effect and ±100 for the full control effect; nearly all actives have a fitted effect of over 60% in size
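TGR 20 nM + NADPH 100 uM (dispensed conc.), cpd preinc 15 min RT; start with NADPH (500 uM addition) then DTNB (15 mM addition). Kinetic TNB absorbance, 405 nm filter. Four-parameter Hill fit across titration.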
Active calls of the source: *; & = joins results of further samples; [ ] = remark or other dose. Unless noted, calls follow the shape of the dose curve; as a rule, active = well fitted curve in the direction sought with a large enough effect; inconclusive = small, poorly fitted or top-dose-only effect, or another doubt; inactive = no such curve, though single readings can be large; an effect the other way counts as inactive or inconclusive.

How did Cc1ccc(NC(=O)C2CCCN(S(=O)(=O)c3c(C)noc3C)C2)nc1 (configuration not stated) do in these assays?
CHX counter: -3; Shiga inhibitor: 13; Pf growth 96h: -1%; Giardia FBPA inh: -1%; Pf growth 48h: -14%; Sm TGR inh: 4%

What do the screens show for `COC(=O)c1sccc1NC(=O)C1CC1`?
CHX counter: 1; Shiga inhibitor: -6; Pf growth 96h: 10%; Giardia FBPA inh: 0%; Pf growth 48h: 33%[activator]; Sm TGR inh: -9%

How did CCOC(=O)C(=CNc1cc(C)nn1-c1ccccc1)C(=O)OCC do in these assays?
CHX counter: -2; Shiga inhibitor: -13; Pf growth 96h: inconclusive; Giardia FBPA inh: 3%; Pf growth 48h: inconclusive; Sm TGR inh: inconclusive

What do the screens show for `CC(=O)c1c(N2CCCCC2)nc(=S)n(Cc2ccccc2)c1C`?
CHX counter: -4; Shiga inhibitor: -13; Pf growth 96h: 14%; Giardia FBPA inh: -5%; Pf growth 48h: inconclusive; Sm TGR inh: 1%

How did N#Cc1ccc(C23CC4(C2)[C@H](CN(CC2CCCCC2)[C@@H]4c2ccccc2)C3c2ccc(Cl)nc2)cc1 (some centres not stated) do in these assays?
CHX counter: -3; Shiga inhibitor: -4; Pf growth 96h: inconclusive; Giardia FBPA inh: 1%&3%; Pf growth 48h: inconclusive; Sm TGR inh: -26%

What do the screens show for `COCCn1c(SCC(=O)Nc2ccc(S(N)(=O)=O)cc2)nc2ccccc21`?
CHX counter: -2; Shiga inhibitor: -17; Giardia FBPA inh: -2%; Pf growth 48h: 12%; Sm TGR inh: -1%

How did COc1ccc(NC(=O)CSc2nnc(Cc3ccccc3)c(=O)n2N)c(OC)c1 do in these assays?
Pf growth 96h: -16%; Pf growth 48h: -13%; Sm TGR inh: -4%

How did CC(C)=CC(=O)Nc1nnc(-c2ccc(F)cc2)s1 do in these assays?
CHX counter: 11; Shiga inhibitor: 1; Pf growth 96h: 32%[activator]; Giardia FBPA inh: 7%; Pf growth 48h: 59%[activator]; Sm TGR inh: -4%

Results for CCOc1ccc2[nH]c(C)c(CN3CCOCC3)c(=O)c2c1 ?
CHX counter: -3; Shiga inhibitor: 18; Pf growth 96h: 86%[activator]; Giardia FBPA inh: -1%; Pf growth 48h: -6%; Sm TGR inh: 4%

How did Cc1ccc(C)c(CN2C(=O)c3ccccc3S(=O)(=O)c3ccc(C(=O)N4CCN(C)CC4)cc32)c1 do in these assays?
CHX counter: -9; Shiga inhibitor: -26; Pf growth 96h: 0%; Pf growth 48h: inconclusive; Sm TGR inh: -26%&3%

Results for O=C(/C=C/c1ccccc1)NC(=S)Nc1ccc(N2CCOCC2)c(Cl)c1 ?
CHX counter: -5; Shiga inhibitor: -19; Pf growth 96h: 0%; Giardia FBPA inh: -2%; Pf growth 48h: 8%; Sm TGR inh: 0%

How did CO/N=C/C=C1/N(C)c2ccccc2C1(C)C do in these assays?
CHX counter: 5; Shiga inhibitor: 32; Pf growth 96h: 53%[activator]; Giardia FBPA inh: -12%; Pf growth 48h: 38%[activator]; Sm TGR inh: 7%

Results for O=C(O)C1CCC(=O)N1Cc1ccccc1Cl (configuration not stated) ?
CHX counter: -3; Shiga inhibitor: -4; Pf growth 96h: 10µM*; Giardia FBPA inh: 2%; Pf growth 48h: 1%; Sm TGR inh: -10%

What do the screens show for `CC(=O)Nc1ccc(NC(=O)C2CC(=O)N(C(C)C)C2)cc1` (configuration not stated)?
CHX counter: -2; Shiga inhibitor: 3; Pf growth 96h: inconclusive; Giardia FBPA inh: -9%; Pf growth 48h: inconclusive; Sm TGR inh: -12%

Results for O=C(Cc1ccccc1)NCC(=O)Nc1ccccc1Br ?
CHX counter: -2; Shiga inhibitor: 37; Pf growth 96h: 33%[activator]; Giardia FBPA inh: 2%; Pf growth 48h: 14%; Sm TGR inh: 1%

3 entries from above, arranged by count of non-hydrogen atoms, largest number first:
What do the screens show for `COCCn1c(SCC(=O)Nc2ccc(S(N)(=O)=O)cc2)nc2ccccc21`?
CHX counter: -2; Shiga inhibitor: -17; Giardia FBPA inh: -2%; Pf growth 48h: 12%; Sm TGR inh: -1%

What do the screens show for `CC(=O)c1c(N2CCCCC2)nc(=S)n(Cc2ccccc2)c1C`?
CHX counter: -4; Shiga inhibitor: -13; Pf growth 96h: 14%; Giardia FBPA inh: -5%; Pf growth 48h: inconclusive; Sm TGR inh: 1%

Results for O=C(Cc1ccccc1)NCC(=O)Nc1ccccc1Br ?
CHX counter: -2; Shiga inhibitor: 37; Pf growth 96h: 33%[activator]; Giardia FBPA inh: 2%; Pf growth 48h: 14%; Sm TGR inh: 1%

(more compounds)
What do the screens show for `O=C(CCc1nc2ccccc2c(=O)[nH]1)OCc1ccc(Cl)cc1Cl`?
CHX counter: -4; Shiga inhibitor: 20; Pf growth 96h: 12%; Giardia FBPA inh: -2%; Pf growth 48h: -13%; Sm TGR inh: -6%

How did Fc1ccc(COc2ccc(Br)cc2CNCc2ccncc2)cc1 do in these assays?
CHX counter: 1; Shiga inhibitor: -10; Pf growth 96h: inconclusive; Giardia FBPA inh: -27%; Pf growth 48h: 8.3µM*; Sm TGR inh: 0%

Results for Cc1ccc(-c2nn(-c3ccccc3)cc2/C=N/NC(=O)c2ccc3c(c2)OCO3)cc1 ?
CHX counter: 17*; Shiga inhibitor: 42; Pf growth 96h: inconclusive; Giardia FBPA inh: -1%; Pf growth 48h: inconclusive; Sm TGR inh: 11%

What do the screens show for `C=CC[C@@H]1C=C[C@H](O/N=C/[C@@H](NS(=O)(=O)c2ccc(C)cc2)[C@H](C)/C=C/CC(=O)OC)[C@@H](CO)O1`?
CHX counter: -3; Shiga inhibitor: -19; Pf growth 96h: -27%; Giardia FBPA inh: -3%; Pf growth 48h: 10%; Sm TGR inh: -18%

What do the screens show for `COc1cc2c(cc1OC)-c1cc(OCc3ccccc3Cl)nc(=O)n1CC2`?
CHX counter: -2; Shiga inhibitor: 15; Pf growth 96h: inconclusive; Giardia FBPA inh: 6%; Sm TGR inh: 5%

Results for OC[C@H]1O[C@@H]2O[C@H]3[C@H](O)[C@@H](O)[C@@H](O[C@H]4[C@H](O)[C@@H](O)[C@@H](O[C@H]5[C@H](O)[C@@H](O)[C@@H](O[C@H]6[C@H](O)[C@@H](O)[C@@H](O[C@H]7[C@H](O)[C@@H](O)[C@@H](O[C@H]1[C@H](O)[C@H]2O)O[C@@H]7CO)O[C@@H]6CO)O[C@@H]5CO)O[C@@H]4CO)O[C@@H]3CO ?
CHX counter: -1; Shiga inhibitor: -3; Pf growth 96h: 53%&17%[activator]; Giardia FBPA inh: 24%; Pf growth 48h: 4%&-2%; Sm TGR inh: -1%

How did COc1cccc(NC(=O)CSc2nnc3ccc(-c4ccncc4)nn23)c1 do in these assays?
Pf growth 96h: 5%; Pf growth 48h: 8%; Sm TGR inh: -3%

How did Cc1nc2ccccc2c2c1C(=O)N(c1ccc(C(=O)O)cc1)C2=O do in these assays?
CHX counter: 8; Shiga inhibitor: 34; Pf growth 96h: inconclusive; Giardia FBPA inh: -1%; Pf growth 48h: 11%; Sm TGR inh: 1%

How did O=C(CSc1ccncc1)Nc1ccc(S(=O)(=O)Nc2nccs2)cc1 do in these assays?
CHX counter: -4; Shiga inhibitor: -3; Pf growth 96h: 0%; Giardia FBPA inh: 10%; Pf growth 48h: -7%

What do the screens show for `Cc1[nH]c(C)c(C(=O)/C=C/c2ccc([N+](=O)[O-])cc2)c1C`?
CHX counter: 60*; Shiga inhibitor: 129*; Pf growth 96h: -22%; Giardia FBPA inh: -5%; Pf growth 48h: inconclusive; Sm TGR inh: inconclusive

Results for N#Cc1cc(-c2ccccc2)[nH]c1-c1nccc2ccccc12 ?
CHX counter: 6; Shiga inhibitor: 9; Pf growth 96h: inconclusive; Giardia FBPA inh: -9%; Pf growth 48h: 9%; Sm TGR inh: 19%

Results for O=c1[nH]c2ccc(S(=O)(=O)N3CCCCC3)cc2[nH]c1=O ?
CHX counter: -4; Shiga inhibitor: -1; Pf growth 96h: inconclusive; Giardia FBPA inh: 6%; Pf growth 48h: -27%; Sm TGR inh: 0%

What do the screens show for `Cc1ccc(-c2nn(-c3ccccc3)cc2/C=C/C(=O)O)o1`?
CHX counter: 14*; Shiga inhibitor: 33; Pf growth 96h: -7%; Giardia FBPA inh: -12%; Pf growth 48h: 6%; Sm TGR inh: 32µM*

What do the screens show for `Cn1ccnc1Sc1ccc(/C=N/NC(=O)c2ccccc2O)cc1[N+](=O)[O-]`?
CHX counter: 13; Shiga inhibitor: 12; Pf growth 96h: 17%; Giardia FBPA inh: -4%; Pf growth 48h: -7%; Sm TGR inh: -2%

Results for CC(=O)c1cccc(CN2CCCC(CCC(=O)NCc3ccc(C)o3)C2)c1 (configuration not stated) ?
CHX counter: -2; Shiga inhibitor: 3; Pf growth 96h: 10%; Giardia FBPA inh: -8%; Pf growth 48h: inconclusive; Sm TGR inh: -33%

Results for Cn1c(=O)c2c3c(sc2n2c(SCc4ccc5c(c4)OCO5)nnc12)COC(C)(C)C3 ?
CHX counter: -6; Shiga inhibitor: -3; Pf growth 96h: 13%; Giardia FBPA inh: 3%; Pf growth 48h: 11%; Sm TGR inh: 3%

Results for CCOc1ccc(NC(=S)N2CCN(S(C)(=O)=O)CC2)cc1 ?
CHX counter: -2; Shiga inhibitor: -13; Pf growth 96h: inconclusive; Giardia FBPA inh: -12%; Pf growth 48h: inconclusive; Sm TGR inh: -9%

What do the screens show for `CC1CCN(C(=O)CSc2nc3ccccc3[nH]2)CC1`?
CHX counter: 59*; Shiga inhibitor: 66*; Pf growth 96h: 35%[activator]; Giardia FBPA inh: 1%; Pf growth 48h: 115%[activator]; Sm TGR inh: 5%

What do the screens show for `Cc1ccc2c(c1)C1CN(C)CCC1N2C(=O)Nc1ccc(Cl)cc1` (configuration not stated)?
CHX counter: 10; Shiga inhibitor: 53; Pf growth 96h: 10µM*; Giardia FBPA inh: -1%; Pf growth 48h: 10µM*; Sm TGR inh: 0%

Results for O=C(Cn1cnnn1)OCC(=O)c1ccc(Cl)s1 ?
CHX counter: 8; Shiga inhibitor: 5; Pf growth 96h: 0%; Giardia FBPA inh: 5%; Pf growth 48h: 10%; Sm TGR inh: inconclusive

Results for CC(Sc1n[nH]c(-c2cccs2)n1)C(=O)Nc1ccc(C(N)=O)cc1 (configuration not stated) ?
Pf growth 96h: -22%; Pf growth 48h: -22%; Sm TGR inh: 2%

Results for c1cnc(-c2noc(CN3CCN(C4CCCC4)CC3)n2)cn1 ?
CHX counter: 4; Shiga inhibitor: 8; Pf growth 96h: 42%[activator]; Giardia FBPA inh: 0%; Pf growth 48h: 23%; Sm TGR inh: -16%

What do the screens show for `O=C(Nc1cccc2ccccc12)N1CCN(c2ncccn2)CC1`?
CHX counter: 11; Shiga inhibitor: 17; Pf growth 96h: -18%; Giardia FBPA inh: inconclusive; Pf growth 48h: -1%; Sm TGR inh: 5%

Results for O=C(CCN1C(=O)C2CCCCC2C1=O)NNC(=O)c1cccc(Cl)c1 (configuration not stated) ?
CHX counter: 12; Shiga inhibitor: -8; Pf growth 96h: -24%; Giardia FBPA inh: 2%; Pf growth 48h: 14%; Sm TGR inh: -8%

What do the screens show for `Cc1ccc(CNCc2ccco2)cc1`?
CHX counter: -2; Shiga inhibitor: -5; Pf growth 96h: inconclusive; Giardia FBPA inh: inconclusive; Pf growth 48h: -2%; Sm TGR inh: inconclusive

How did O=C(CNc1cccc(S(=O)(=O)N2CCCCC2)c1)Nc1cccc(F)c1 do in these assays?
Pf growth 96h: 2.3µM*; Pf growth 48h: 2.9µM*; Sm TGR inh: -3%
